# Screening results from PubChem.
# DDE Tn6 FP inh: inhibitors of Tn6 peptide binding to fibrin DD(E), primary screen, biochemical, fluorescence polarization, human fibrin, Tn6 probe; Fibrinogen beta chain (Homo sapiens), P02675; AID 720509, 2013; inhibition, % at 8.3 µM; 370,000 compounds, 0.21% hits; Fibrin DD(E) TRITC-Tn6 fluorescence polarization displacement;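 active means inhibition above a per-campaign cutoff: mean of compounds within control limits plus 3 SD, cut at about 15% in these data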;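 further: 0% = median of all compound wells on the plate and 100% = blocking peptide control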
# ARFGAP1 inh: inhibitors of rat ARFGAP1 GAP activity, primary screen, biochemical, fluorescence polarization, GDP tracer. 360,000 compounds, 0.26% hits. inhibition, % at 16.5 µM. AID 651572, 2012. Arfgap1-stimulated ARF1 GTP hydrolysis, GDP FP detection;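 active means inhibition above a per-plate limit, mean inhibition of low control wells plus 3 SD, cut at about 25% in these data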;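 further: 0% = DMSO wells with enzyme and 100% = wells lacking Arfgap1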
# Target sequence (Q62848 1-136 limits assumed): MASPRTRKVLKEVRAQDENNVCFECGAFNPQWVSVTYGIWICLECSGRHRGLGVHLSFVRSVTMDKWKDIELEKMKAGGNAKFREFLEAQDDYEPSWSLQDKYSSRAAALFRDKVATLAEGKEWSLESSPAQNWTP
#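 Material – truncated rat Arfgap1 GAP domain · Buffer or medium – HEPES-based buffer, pH 7.5 · Reagent – human ARF1(Δ1-17)-GTP substrate · Dosing – 16.5 µM single point, 1.26% DMSO · Schedule – GTP hydrolysis reaction 2 h at 25 °C · Technique – GDP detection by fluorescence polarization · Benchmarks – No-Arfgap1 wells (100%) versus DMSO full-reaction wells (0%) · Repeats – single replicate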
# PLC-gamma1 inh: PLC-gamma1 enzyme inhibitors, primary screen, biochemical, fluorescence, purified enzyme; 1-phosphatidylinositol 4,5-bisphosphate phosphodiesterase gamma-1 (Homo sapiens), P19174; fluorogenic substrate; inhibition, % at 12.2 µM; 370,000 compounds, 0.84% hits; AID 720700, 2013; in the data active means inhibition above about 9.5%
# proKLK7 act: proKLK7 zymogen activators, primary screen, biochemical, fluorescence intensity | Kallikrein-7 (Homo sapiens), P49862 | purified proKLK7, EDANS-DABCYL substrate fluorescence; 100% is mature enzyme control, 0% vehicle | activation, % at 7 µM | 370,000 compounds, 0.9% hits;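 active means activation above the mean of all tested compounds plus 3 SD, computed per campaign excluding outliers beyond control limits, cut at about 13% in these data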
# PLC-beta3 inh: human PLC-beta3 inhibitors, primary screen, biochemical, fluorescence; 1-phosphatidylinositol 4,5-bisphosphate phosphodiesterase beta-3 (Homo sapiens), Q01970; Purified PLC-beta3, fluorogenic substrate; inhibition, % at 12.2 µM; 370,000 compounds, 0.18% hits; AID 720704, 2013; in the data active means inhibition above about 11%;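 further: 0% = median of compound wells on plate and 100% = full blocker control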
# NR1D1 modulator: modulators of Rev-erb alpha DNA binding, primary screen, biochemical, FITC-DNA, fluorescence polarization, uHTS; activity, % at 10 µM; Rev-erbα–FITC-DNA binding, 90 min; Nuclear receptor subfamily 1 group D member 1 (Homo sapiens), P20393; AID 1259318, 2017; 370,000 compounds, 0.79% hits;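 active means activity above about 14%, limit read from the data; passing the limit was not always enough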;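 further: 0% = DMSO wells with 35 nM protein and 100% = DMSO wells with 750 nM protein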
# ASAP1 GAP inh: inhibitors of human ASAP1 ArfGAP activity, primary screen, biochemical, fluorescence polarization | Arf-GAP with SH3 domain, ANK repeat and PH domain-containing protein 1 (Homo sapiens), … | 360,000 compounds, 0.19% hits | inhibition, % at 16.5 µM | ASAP1-stimulated ARF1 GTP hydrolysis, GDP FP detection; in the data active means inhibition above about 25%;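 further: 0% = vehicle with enzyme and substrate and 100% = no enzyme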
# HGIII-sPLA2 inh: human group III sPLA2 inhibitors, primary screen, biochemical, QFRET, BODIPY PC-A2 liposome substrate; Group 3 secretory phospholipase A2 (Homo sapiens), Q9NZ20; QFRET BODIPY PC-A2 liposome hydrolysis, fluorescence; inhibition, % at 12.2 µM; 370,000 compounds, 0.56% hits; AID 743126, 2013;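 active means inhibition above mean plus 3 SD of compounds lying within the high and low control bounds, cut at about 19% in these data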;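 further: 0% = median of test compound wells and 100% = no enzyme DMSO wells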
# Tn7 DDE FP: inhibitors of Tn7 peptide binding to fibrin DD(E), primary screen, biochemical, fluorescence polarization, human fibrin, Tn7 probe | Fibrinogen beta chain (Homo sapiens), P02675 | FP displacement of FITC-Tn7 peptide from fibrin DD(E); 0% = median of compound wells per plate | inhibition, % at 8.3 µM | 370,000 compounds, 0.13% hits | AID 720508, 2013;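 active means inhibition above the mean of compounds falling within the control limits plus 3 SD of them, cut at about 14% in these data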;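 further: 0% = plate median of compound wells and 100% = 10 µM Aha-Tn7 peptide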
#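 Measure: % inhibition scaled between sample-field median and high-control FP; Test system: human fibrin DD(E); Quantity: 2 µM final DD(E) protein; Doses: one dose, 8.3 µM nominal; Schedule: compound with protein 10 min, then 3 h after probe, room temperature; Detection: fluorescence polarization; Medium: Tris buffer with calcium and detergent, pH 7.8.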
# UHRF1 MBD2 ctr: UHRF1 methylated DNA binding inhibitors, primary screen, counter-screen for MBD2 inhibitor project, biochemical, TR-FRET, human UHRF1, single concentration; E3 ubiquitin-protein ligase UHRF1 (Homo sapiens), Q96T88; UHRF1 binding to methylated oligo; inhibition, % at 4.4 µM; 370,000 compounds, 0.75% hits; AID 687016, 2013; in the data active means inhibition above about 21%;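 further: UHRF1 SRA domain binding a hemimethylated CpG hairpin DNA probe; 0% = median of test compound wells and 100% = reference inhibitor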
# Target sequence (Q96T88 whole entry, looked up, the tested form may be a part): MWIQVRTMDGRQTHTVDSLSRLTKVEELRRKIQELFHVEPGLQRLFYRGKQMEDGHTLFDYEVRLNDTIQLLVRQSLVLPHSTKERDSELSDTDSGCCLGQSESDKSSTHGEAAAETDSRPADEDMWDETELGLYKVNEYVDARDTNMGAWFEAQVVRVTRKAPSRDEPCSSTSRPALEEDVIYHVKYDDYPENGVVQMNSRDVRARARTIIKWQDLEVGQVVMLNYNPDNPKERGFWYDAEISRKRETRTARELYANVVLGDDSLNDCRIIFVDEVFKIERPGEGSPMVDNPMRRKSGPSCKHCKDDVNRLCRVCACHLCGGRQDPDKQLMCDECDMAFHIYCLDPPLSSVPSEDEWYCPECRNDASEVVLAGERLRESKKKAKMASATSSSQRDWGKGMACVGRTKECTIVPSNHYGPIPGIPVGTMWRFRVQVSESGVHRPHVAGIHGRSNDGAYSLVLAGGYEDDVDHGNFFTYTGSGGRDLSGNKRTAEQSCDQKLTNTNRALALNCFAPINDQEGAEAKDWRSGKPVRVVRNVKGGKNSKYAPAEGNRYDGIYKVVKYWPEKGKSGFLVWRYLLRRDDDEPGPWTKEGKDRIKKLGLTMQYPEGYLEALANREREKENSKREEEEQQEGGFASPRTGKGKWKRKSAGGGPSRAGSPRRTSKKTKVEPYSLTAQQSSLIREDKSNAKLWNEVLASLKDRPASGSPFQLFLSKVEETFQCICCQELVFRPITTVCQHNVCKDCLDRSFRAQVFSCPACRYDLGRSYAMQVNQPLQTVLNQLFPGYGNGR
# Starred values were filed as active, the others as inactive; i = inactive; & = joins results of further samples.
SMILES,DDE Tn6 FP inh,ARFGAP1 inh,PLC-gamma1 inh,proKLK7 act,PLC-beta3 inh,NR1D1 modulator,ASAP1 GAP inh,HGIII-sPLA2 inh,Tn7 DDE FP,UHRF1 MBD2 ctr
CCC(C)n1c(O)c(C(c2ccccn2)c2c(O)n(C(C)CC)c(=S)[nH]c2=O)c(=O)[nH]c1=S (stereo not drawn),2,-6,-5,0.1,-5,5,0,4,1,2
Cc1c(CC(=O)N2C[C@H]3C[C@@H](C2)c2cccc(=O)n2C3)c(=O)oc2cc(O)c(Cl)cc12,-2,17,i,73*,i,-13,16,5,4,-1
COc1cc2c(cc1O)C[C@H]1NCCc3cc4c(c-2c31)OCO4,-1,5,-15,-18,-24,-25,-4,8,-4,30*
O=C1CC(=O)N(c2ccccc2F)C(=O)N1,3,8,0,-0.1,-9,-3,-7,0,4,1
CCC(c1nnnn1-c1ccc2c(c1)OCCO2)N1CCC2(CC1)C(=O)NCN2c1ccccc1 (stereo not drawn),3,-8,-2,1.0,-4,-13,0,-8,4,0
CN1C[C@H](CO)C=C2c3cccc4[nH]cc(c34)C[C@H]21,-3,10,-284,39*,-369,-8,0,-16,7,-5
COC(=O)c1ccc(N2CCN(C)CC2)c([N+](=O)[O-])c1,4,-1,3,-0.7,1,-1,-2,-1,2,-4
COc1ccc(/C=C2\C(=O)NC(=O)N(Cc3ccccc3)C2=O)c(OC)c1OC,4,1,4,-0.4,1,3,-1,4,-4,1
CN1CCN(c2cc(N3CCNCC3)ccc2[N+](=O)[O-])CC1,3,14,1,0.1,0,4,-3,17,-6,-2
CC(C)(C)c1cc([N+](=O)[O-])cc(C(C)(C)C)c1O,-2,8,5,-0.5,3,10,-1,3,4,2
CCCCCn1c(=O)c(C(=O)Nc2cnccn2)c(O)c2ccccc21,-1,10,-1,0.2,3,4,-4,8,-8,-1
CCc1ccc(OCC(=O)N2CCN(Cc3ccc4c(c3)OCO4)CC2)cc1,-2,-4,1,0.6,-5,-7,-6,-5,-2,-1
COC(=O)C1=C(c2cc3ccccc3o2)C[C@@H]2CC[C@H]1N2C(=O)N1CCC(O)CC1,-1,-8,-1,0.1,1,-9,12,1,3,0
O=C1CC[C@@]2(O)[C@H]3Cc4ccc(O)c5c4[C@@]2(CCN3CC2CC2)[C@H]1O5,7,-1,0,0.0,4,0,-3,-8,5,-2
CCCC/C(=N\O)c1c[nH]c2ccccc12,-3,1,-1,0.2,2,0,-14,-25,7,2
C[C@H]1CCC/C=C/[C@@H]2C[C@H](O)C[C@H]2[C@H](O)/C=C/C(=O)O1,1&-2,-13&5,4&0,0.0&0.2,4&1,-2&0,-10&5,0&1,5&4,-1&2
CCN(CC)P(=O)(Oc1ccccc1)Oc1ccccc1,1,-3,0,0.2,-11,6,17,-4,4,-3
O=S1(=O)NCC2(CC2)CN1Cc1ccccc1,1,23,0,0.7,2,-11,10,-1,-6,2
CC1N(O)C2CCCCCC2N1O (stereo not drawn),3,-5,4,-0.5,9,8,-11,1,0,-3
C[C@H](NC(=O)N1C[C@H]2C[C@@H](C1)c1cccc(=O)n1C2)C(=O)Nc1ccc(F)c(F)c1,9,-2,3,-0.4,6,-2,-2,-1,0,1
O=c1[nH]c(=S)n(-c2ccc(Cl)cc2)c(O)c1C=Nc1ccc(N2CCOCC2)cc1,0,12,-10,-0.1,-15,3,-16,8,2,5
O=C1NC(=O)N(c2ccccc2)C(=O)/C1=C/c1ccoc1,2,-6,-14,-0.2,-19,1,3,-22,-8,3
Cc1ccc(-c2nc(N3CCOCC3)s[n+]2-c2ccccc2)cc1,6,3,0,-1.1,0,-7,0,7,5,0
CCC(C)NC(=O)CCC(=O)OC1O[C@H]2OC3(C)CC[C@H]4[C@H](C)CCC(C1C)C24OO3 (stereo partly drawn),-5,-4,0,0.5,-1,3,-7,5,9,5
Cc1c(N=Nc2c(O)n(-c3ccc(Br)cc3)c(=O)[nH]c2=O)c(=O)n(-c2ccccc2)n1C,-1,11,4,-0.9,-5,5,-11,-5,7,-7
C=C1C(=O)O[C@@H]2C[C@@H](C)[C@@H]3C=CC(=O)[C@@]3(C)[C@@H](O)[C@H]12,-6,-5,0,0.8,0,2,-11,7,-1,-2
CCn1c(O)c(C=Nc2ccc(S(N)(=O)=O)cc2)c(=O)[nH]c1=S,1,15,-5,0.1,-5,-5,11,-1,3,-1
S=P(NCCNP(=S)(N1CC1)N1CC1)(N1CC1)N1CC1,-1,7,0,-0.2,-3,-3,-14,17,0,3
CCOc1ccccc1-n1c(O)c(C=NCCCn2ccnc2)c(=O)[nH]c1=O,3,9,1,0.1,-1,-3,-14,-2,-8,0
Fc1ccc(C(OCCN2CCCC2)c2ccc(Br)cc2)cc1 (stereo not drawn),-1,0,3,-0.4,-4,-1,6,3,8,6
Cc1ccc(N2CCNCC2C)cc1 (stereo not drawn),6,3,-2,0.4,5,-2,-5,1,-1,0
COC1=C(C)C(=O)O[C@]12C(=O)C(C)=C1CCCCN3[C@H]([C@@H]4C[C@H](C)C(=O)O4)CC[C@]132,1,4,-2,0.1,-1,-2,-3,-3,6,-1
COc1ccccc1/C=N/N=C(/N)N[N+](=O)[O-],8,1,7,-0.3,7,1,6,0,0,-15
O=C(NC12CC3CC(CC(C3)C1)C2)OC1CN2CCC1CC2 (stereo not drawn),-6,14,-2,0.2,-4,0,-3,-6,-9,0
CC(=O)OC1C2CCCC1C(N1CCCC1)CC2 (stereo not drawn),-2&3,3&-1,5&-1,0.1&0.3,-12&1,2,6&-3,5&1,-9&-4,1&2
COc1cccc(/C=C2\N=C(c3cncc(Br)c3)OC2=O)c1,3,3,-2,-0.3,-4,9,1,19,1,1
N#Cc1ccc(NC(=O)CCNC(=O)c2ccco2)cc1Cl,-4,2,1,0.2,-11,0,4,9,6,4
CCOC(=O)C(O)(c1ccc(N(C)C(=O)COc2ccccc2)cc1)C(F)(F)F (stereo not drawn),-3,-9,4,-0.3,3,-2,9,-8,7,-1
COC(=O)C1=C(c2ccc(S(C)(=O)=O)cc2)C[C@@H]2CC[C@H]1N2C(=O)NCCS(C)=O (stereo partly drawn),-1,0,0,-0.2,1,2,-12,5,-2,-2
Cc1nn(Cc2ccc(Cl)cc2Cl)c(Cl)c1C(=O)O,-4,8,2,-0.5,-3,-2,6,0,-5,0
O=C(C1CCCCC1)N1Cc2ccccc2-n2nncc2C1,4,17,-1,0.7,3,6,0,1,1,0
CC(O)C1C=CC=CC(=O)OC2CC3OC4C5OC5(C)CCC4(COC(=O)C4OC4(C)C(O)CO1)C2(C)C31CO1 (stereo not drawn),-1,-4,-5,0.0,-6,-8,-1,-9,1,-2
CC12CCC3C(CCC4CC(=O)OCC43C)C1CCC2O (stereo not drawn),1,-8,8,-0.1,9,2,-6,0,-9,2
CC(=NCc1cccnc1)c1c(O)n(-c2ccc(C)cc2)c(=O)[nH]c1=O,-2,-11,1,0.5,7,-2,-22,-1,2,1
C/C(=N\N1CCCCCC1)c1c(O)n(-c2ccccc2C)c(=O)[nH]c1=O,6,-2,1,-0.1,-4,-8,2,-4,-9,-4
c1ccc2c(NC3=NCCS3)cccc2c1,-4,-4,1,0.0,-3,5,-21,1,5,2
Cc1c(C(=O)O)cc(-c2ccccc2)n1Cc1ccccc1,4,9,-1,-0.4,-8,-8,-4,9,0,4
C[N+](C)(C)c1ccccc1,-12,-9,9,-0.9,6,1,0,-1,-17,0
Cc1ccc(OC(=O)N(C)C[C@H]2OCc3cnnn3CCCC(=O)N([C@H](C)CO)C[C@H]2C)cc1,-6,-3,-1,0.1,2,-1,-11,2,8,2
O=C(Nc1ccc(Cl)cc1C(=O)c1ccccc1)c1ccco1,0,0,-2,-0.8,-1,2,8,1,-1,0
Cc1nc2ccccc2c(=O)n1/N=C/c1cc(Br)cc(Br)c1O,3,-5,-10,-1.5,-15,-9,-5,-5,-1,-2
CC(=O)N1Cc2cnnn2-c2ccccc2C1C#N (stereo not drawn),-5,-7,4,0.0,-1,-5,10,8,-5,1
c1ccc2sc(NC3=NCCN3)nc2c1,3,-4,-2,0.3,3,3,-5,-5,1,-3
O=c1[nH]c(=O)n(Cc2ccc(F)cc2)c(O)c1C=NCCCN1CCOCC1,2,4,0,-0.2,2,0,12,-1,-4,-1
COc1ccccc1-n1c(CNCC2CCCO2)nc2ccccc2c1=O (stereo not drawn),9,-2,13*,-0.5,11*,-2,-10,6,-2,2
Cc1ccc(O)c(CN2CCC3CCC(C3)C2)c1 (stereo not drawn),9,-8,1,0.0,1,6,-4,6,8,1
Cc1sc2ncn(CC(=O)N3CCC4(CC3)OCCO4)c(=O)c2c1C,-4,0,-1,0.2,3,5,-2,3,0,0

# Molecules listed so far that have two or more sulfur atoms (4):
SMILES,DDE Tn6 FP inh,ARFGAP1 inh,PLC-gamma1 inh,proKLK7 act,PLC-beta3 inh,NR1D1 modulator,ASAP1 GAP inh,HGIII-sPLA2 inh,Tn7 DDE FP,UHRF1 MBD2 ctr
CCC(C)n1c(O)c(C(c2ccccn2)c2c(O)n(C(C)CC)c(=S)[nH]c2=O)c(=O)[nH]c1=S (stereo not drawn),2,-6,-5,0.1,-5,5,0,4,1,2
CCn1c(O)c(C=Nc2ccc(S(N)(=O)=O)cc2)c(=O)[nH]c1=S,1,15,-5,0.1,-5,-5,11,-1,3,-1
S=P(NCCNP(=S)(N1CC1)N1CC1)(N1CC1)N1CC1,-1,7,0,-0.2,-3,-3,-14,17,0,3
COC(=O)C1=C(c2ccc(S(C)(=O)=O)cc2)C[C@@H]2CC[C@H]1N2C(=O)NCCS(C)=O (stereo partly drawn),-1,0,0,-0.2,1,2,-12,5,-2,-2

# This is a subset. The share of hits here may be higher or lower than overall.
